Screens from PubChem.
HTT aggregate: inhibitors of mutant huntingtin aggregate formation in PC12 cells; PC12 HttQ103-GFP aggregates, Acumen cytometry, 40 h; hit rate 1.1% among 220,000; Potency, µM (series often up to 46.1 µM), for inactives: top-dose activity change, negative = inhibition, actives largely listed as inhibitors; AID 1688; further: potency means the concentration at half of the fitted maximal effect; on the % scale 0 is the no-effect control and ±100 the full control effect; nearly all actives have a fitted effect of over 60% in size
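PC12/HTTQ103-GFP, ecdysone-inducible; teb 100 nM; cpd qHTS titration; GFP aggregates read on laser cytometer, Ex 488/Em 500-530 nm.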
GAA spleen mod: inhibitors or activators of human alpha-glucosidase in spleen homogenate | hit rate 0.006% among 240,000 | Potency, µM (doses to about 79.9 µM), for the others: at the top dose activity change, negative = inhibition, usual class: inhibitors | human spleen homogenate, 4-MU-alpha-glucoside fluorescence;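 further: potency means the concentration at half of the fitted maximal effect; 0% = enzyme with vehicle and -100% = no enzyme basal signal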
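Compounds were titrated against alpha-glucosidase in spleen homogenate at pH 5.0, with 1 mM 4-methylumbelliferyl substrate for 40 min at 37 C. Reactions were quenched with pH 10 NaOH/glycine and fluorescence measured.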
GAA glycogen mod: inhibitors or activators of human alpha-glucosidase glycogen cleavage; P10253; recombinant GAA, glycogen substrate, Amplex Red glucose oxidase fluorescence; Potency, µM (top dose mostly 76.4 µM), inactives show at the top dose activity change, negative = inhibition, most hits filed as inhibitors; hit rate 0.38% among 300,000; AID 2100;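 further: potency means the concentration at half of the fitted maximal effect; 0% = full enzyme reaction and -100% = no-enzyme basal signal; the screen sought inhibitors and activators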
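Recombinant enzyme (4 nM final) with compounds titrated up to 77 uM and bovine liver glycogen (30 ug) in citrate pH 5.0, 0.01% Tween-20, 37 C 40 min. Released glucose detected by Amplex Red/glucose oxidase (Ex 573/Em 610); AC50 from Hill fits.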
CBFb RUNX1 block: blocks binding between human CBF-beta and RUNX1; 230,000 tested, under 10 active; AlphaScreen CBFb-His/RUNX1-biotin binding, biochemical; Potency, µM (top dose mostly 59.8 µM), for inactives: top-dose activity, negative = inhibition, usual class: inhibitors; further: % of control where 0% means no effect
Target sequence (Q01196 whole entry, looked up): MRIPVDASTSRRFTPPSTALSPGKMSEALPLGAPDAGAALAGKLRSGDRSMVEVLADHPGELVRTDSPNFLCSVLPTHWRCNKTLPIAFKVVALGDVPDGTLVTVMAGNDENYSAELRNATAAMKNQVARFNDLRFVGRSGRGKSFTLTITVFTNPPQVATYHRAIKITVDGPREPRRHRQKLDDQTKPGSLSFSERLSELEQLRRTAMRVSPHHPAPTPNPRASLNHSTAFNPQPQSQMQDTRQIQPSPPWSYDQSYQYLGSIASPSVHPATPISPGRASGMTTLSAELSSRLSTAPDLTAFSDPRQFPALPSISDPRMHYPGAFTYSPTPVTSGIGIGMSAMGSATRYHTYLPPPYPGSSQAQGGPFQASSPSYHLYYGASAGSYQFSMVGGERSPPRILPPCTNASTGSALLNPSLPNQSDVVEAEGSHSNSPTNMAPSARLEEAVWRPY
Target sequence (Q13951 whole entry, looked up): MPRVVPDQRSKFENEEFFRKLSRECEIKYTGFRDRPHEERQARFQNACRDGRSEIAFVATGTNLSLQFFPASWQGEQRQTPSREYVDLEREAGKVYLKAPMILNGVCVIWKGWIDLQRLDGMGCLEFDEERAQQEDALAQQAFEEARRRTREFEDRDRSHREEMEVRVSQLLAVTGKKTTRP
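CBFb-His/RUNX1-biotin, 30 nM each, preincubated 20 min RT; compound 15 min RT; Ni + streptavidin beads 50 ng each, 90 min RT; AlphaScreen read.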
LMNA splice mod: changes lamin A minigene splicing in HeLa cells. hit rate 0.01% among 200,000. Potency, µM (series often up to 46.1 µM), for the others: at the top dose ratio change, negative = inhibition, hits mostly inhibitors. HeLa LMNA splicing GFP/RFP minigene ratio, 48 h; active means well fitted inhibition curve with a large enough effect in the signal ratio, with a control signal flat, not every such curve was filed as active; inconclusive means small, poorly fitted or top-dose-only effect, or effect the other way, or a change in a side signal; the % refers to the signal ratio; further: potency means the concentration at half of the fitted maximal effect; on the % scale 0 is the no-effect control and ±100 the full control effect
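S3 HeLa cells stably expressing lamin A-EGFP splicing minigene plus DsRed2, 600 cells/well, 48 h compound exposure at 37C. Laser-scanning cytometry; analysed as GFP (500-530 nm)/RFP (575-640 nm) total intensity ratio; 0.5% DMSO vehicle.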
HTT cytoprotect: Huntington cell model cytoprotection by ATP luminescence; PC12 HTT-Q103 induced, cytoprotection, ATP luminescence, 40 h; Potency, µM (doses to about 56.4 µM), for the others: cytoprotection (ATP increase), usual class: activators; hit rate 0.14% among 230,000;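 further: potency means the concentration at half of the fitted maximal effect; % of control where 0% means no effect; nearly all actives have a fitted effect of over 45% in size; toxic huntingtin expression switched on by the ecdysone agonist tebufenozide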
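ATP quantification (ATPlite) reports survival of PC12 cells in which tebufenozide, 100 nM final, switches on Htt exon 1 with 103 glutamines linked to GFP; compounds are titrated.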
GAA inh: inhibitors of human lysosomal alpha-glucosidase; AID 1466; purified human GAA, 4-MU-alpha-glucoside fluorescence; Potency, µM (series often up to 76.9 µM), inactives show at the highest dose activity change, negative = inhibition, hits mostly inhibitors; P10253; hit rate 0.005% among 200,000;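 further: potency means the concentration at half of the fitted maximal effect; plate controls were uninhibited enzyme wells for no effect and no-enzyme background for full effect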
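Human alpha-glucosidase, 4 nM, pre-mixed with test compounds before 400 uM 4-methylumbelliferyl substrate; 20 min room temperature at pH 5.0. Fluorescence read after pH 10 stop; AC50 values from Hill-equation fits.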
* = called active by the depositor; [ ] = dose if it differs, or a comment. Unless noted, the call rests on the fitted dose curve; in most records, active means well fitted curve in the direction sought with a large enough effect; inconclusive means small, poorly fitted or top-dose-only effect, or another doubt; inactive means no such curve, though single readings can be large; an effect the other way counts as inactive or inconclusive.

`CC(O)/C=C/c1cccc[n+]1C` (stereo not drawn) gave HTT aggregate 9.3%, GAA spleen mod -18.7%, GAA glycogen mod 14.8%, CBFb RUNX1 block -7.0%, LMNA splice mod 18.0%, HTT cytoprotect -6.5% and GAA inh -8.0%.
`CCOC(=O)C(NC(C)=O)C(O)c1ccc([N+](=O)[O-])cc1` (stereo not drawn) gave HTT aggregate -7.0%, GAA spleen mod 8.6%, GAA glycogen mod 3.9%, CBFb RUNX1 block 4.9%, LMNA splice mod -18.0%[9.22 µM], HTT cytoprotect -4.0% and GAA inh -2.0%.
Cc1ccc2[nH]c(=O)c(-c3nc4cc(C)ccn4c3NCc3ccco3)cc2c1 was read as HTT aggregate -4.9%, GAA spleen mod 6.2%, GAA glycogen mod 9.92µM*, CBFb RUNX1 block inconclusive, LMNA splice mod inconclusive, HTT cytoprotect -26.5% and GAA inh inconclusive.
`Cc1cc(O)c(C(C)(C)C)cc1Sc1cc(C(C)(C)C)c(O)cc1C` gave GAA spleen mod -7.4%, CBFb RUNX1 block 21.3%[21.7 µM] and HTT cytoprotect -235.3%[inhibitor].
`COc1ccc(OC)c(C2C3=C(N=c4s/c(=C\c5cccc(O)c5)c(=O)n42)c2ccccc2CC3)c1` (stereo not drawn) gave HTT aggregate -14.1%, GAA spleen mod -15.2%, GAA glycogen mod -11.4%, CBFb RUNX1 block -16.4%, LMNA splice mod inconclusive, HTT cytoprotect -5.8%[10 µM] and GAA inh -9.2%.
For COc1ccc2[nH]c3nc(SC(C)C)nnc3c2c1 the results were HTT aggregate -8.7%, GAA spleen mod -5.2%, GAA glycogen mod 13.4%, CBFb RUNX1 block 3.7%, LMNA splice mod 10.3%, HTT cytoprotect -80.3%[inhibitor][10 µM] and GAA inh -3.2%.
Screening Cc1ccc(Sc2ncccc2C(=O)O)cc1C returned HTT aggregate 16.0%, GAA spleen mod 2.3%, GAA glycogen mod 6.5%, CBFb RUNX1 block inconclusive, LMNA splice mod -7.0%, HTT cytoprotect 10.1%[10 µM] and GAA inh -3.1%.
For O=C(CCCCCN1C(=O)C2C3C=CC(C3)C2C1=O)Nc1nccs1 (stereo not drawn) the results were HTT aggregate -17.6%, GAA spleen mod 1.5%, GAA glycogen mod 6.0%, CBFb RUNX1 block -2.0%, LMNA splice mod -6.4%, HTT cytoprotect 6.3% and GAA inh -8.7%.
COCCn1c(SCC(=O)Nc2cccc(C)n2)nnc1-c1ccco1 was read as HTT aggregate 15.7%[9.22 µM], GAA spleen mod 7.3%, GAA glycogen mod 3.7%, CBFb RUNX1 block -6.4%, HTT cytoprotect -18.9%[10 µM] and GAA inh inconclusive.
Cc1cccc(C(=O)N/N=C/c2ccc(OC3CSC3)cc2)c1 was read as HTT aggregate 8.1%, GAA spleen mod 1.8%, GAA glycogen mod 2.1%, CBFb RUNX1 block 5.3%, LMNA splice mod inconclusive, HTT cytoprotect -4.7% and GAA inh -1.7%.
c1ccc(CNc2ncnc3scc(-c4cccs4)c23)nc1 was read as HTT aggregate -17.5%[9.22 µM], GAA spleen mod -2.5%, GAA glycogen mod 15.1%, CBFb RUNX1 block 4.9%, HTT cytoprotect inconclusive and GAA inh 10.4%.
`COc1cc(NC(=S)N2CCN(C(=O)c3ccco3)CC2)c(OC)cc1Cl` gave HTT aggregate 25.4%, GAA spleen mod -3.6%, GAA glycogen mod 14.3%, CBFb RUNX1 block -3.0%, LMNA splice mod -1.1%, HTT cytoprotect 2.3%[10 µM] and GAA inh -11.1%.
`COC(=O)CC1Nc2ccccc2SC1=O` (stereo not drawn) gave HTT aggregate -6.3%, GAA spleen mod 1.7%, GAA glycogen mod 10.5%, CBFb RUNX1 block -0.6%, LMNA splice mod -0.3%, HTT cytoprotect 5.3%[10 µM] and GAA inh 1.8%.
`COc1ccc(C)cc1NC(=O)C(Sc1ccccc1)c1ccccc1` (stereo not drawn) gave HTT aggregate 8.9%, GAA spleen mod -8.8%, GAA glycogen mod 7.3%, CBFb RUNX1 block 19.6%, LMNA splice mod inconclusive and GAA inh -8.8%.
Screening O=C1C(=O)c2c(C(=O)c3ccccc3)coc2-c2ccccc21 returned HTT aggregate inconclusive, GAA spleen mod -8.6%, GAA glycogen mod 7.7%, CBFb RUNX1 block -29.3%, LMNA splice mod inconclusive, HTT cytoprotect -82.7%[inhibitor][10 µM] and GAA inh -4.6%.
For FC(F)(F)c1cccc(-n2cccc2/C=N/n2cnnc2)c1 the results were HTT aggregate 4.7%, GAA spleen mod 4.8%, GAA glycogen mod -6.8%, CBFb RUNX1 block 2.9%, LMNA splice mod 0.8%, HTT cytoprotect inconclusive and GAA inh -3.3%.
For Cc1cccc(NC(=O)CN(C)S(=O)(=O)c2cnc[nH]2)c1 the results were HTT aggregate -7.1%, GAA spleen mod 5.2%, GAA glycogen mod 3.0%, CBFb RUNX1 block 1.9%, LMNA splice mod -1.8%, HTT cytoprotect 8.6% and GAA inh -8.5%.
O=C(Nc1cccc(OCC(=O)N2CCOCC2)c1)C1CCCCC1 was read as HTT aggregate 2.5%, GAA spleen mod -1.8%, GAA glycogen mod 6.7%, CBFb RUNX1 block -0.4%, LMNA splice mod 9.4%, HTT cytoprotect 3.0% and GAA inh -0.8%.
Screening CN1CCCC(OC(=O)c2cccc(Cl)c2)C1 (stereo not drawn) returned HTT aggregate 15.7%[9.22 µM], GAA spleen mod 5.3%, GAA glycogen mod 3.7%, CBFb RUNX1 block 2.7%, HTT cytoprotect 4.0%[10 µM] and GAA inh 0.3%.
Screening NS(=O)(=O)c1cccc(NC(=O)CSc2nc3nc(-c4cccs4)cc(C(F)(F)F)c3c(=O)[nH]2)c1 returned HTT aggregate 4.3%[9.22 µM], GAA spleen mod 4.0%, GAA glycogen mod 5.1%, CBFb RUNX1 block 3.5% and HTT cytoprotect 11.3%[10 µM].
For O=C(Nc1ccccc1)Nc1c(F)cccc1F the results were HTT aggregate 9.9%, GAA spleen mod -0.5%, GAA glycogen mod 7.0%, CBFb RUNX1 block 9.7%, LMNA splice mod inconclusive and GAA inh -3.1%.
Screening COc1cccc(/C=N/NC(=O)c2ccc3nc[nH]c3c2)c1O returned HTT aggregate -7.5%[9.22 µM], GAA spleen mod 3.0%, GAA glycogen mod 4.4%, CBFb RUNX1 block -10.7% and HTT cytoprotect 8.4%[10 µM].
Screening CCCC(C)NC(=O)C1CCN(S(=O)(=O)c2ccccc2)CC1 (stereo not drawn) returned HTT aggregate 17.6%, GAA spleen mod -5.5%, GAA glycogen mod -0.4%, CBFb RUNX1 block 5.7%, LMNA splice mod 6.1%, HTT cytoprotect 0.2% and GAA inh -3.7%.
For Cc1sc(NC(=S)NC(=O)C2CCCCC2)c(C(N)=O)c1C the results were HTT aggregate -2.9%, GAA spleen mod -2.3%, GAA glycogen mod 1.6%, CBFb RUNX1 block 2.3%, LMNA splice mod 10.4% and GAA inh 4.3%.
`O=C(CC1C(=O)OCC2CCCCN21)Nc1ccccc1C(F)(F)F` (stereo not drawn) gave HTT aggregate 5.4%, GAA spleen mod 0.3%, GAA glycogen mod -2.7%, CBFb RUNX1 block 9.6%, LMNA splice mod inconclusive, HTT cytoprotect 10.7% and GAA inh -9.1%.
Screening CN(C)c1ccc(/C=N/NC(=O)CCc2c[nH]c3ccccc23)cc1 returned HTT aggregate 17.0%, GAA spleen mod 9.4%, GAA glycogen mod -6.8%, CBFb RUNX1 block inconclusive, LMNA splice mod -11.2%[46 µM], HTT cytoprotect -37.6%[inhibitor] and GAA inh 4.6%.
For CN(C(=O)CSc1nc2c(cnn2-c2ccccc2)c(=O)[nH]1)C1CCS(=O)(=O)C1 (stereo not drawn) the results were HTT aggregate 29.3%, GAA spleen mod -7.0%, GAA glycogen mod -5.6%, CBFb RUNX1 block -1.6%, LMNA splice mod 1.5%[46 µM], HTT cytoprotect -0.9% and GAA inh 7.8%.
CCCCNc1n[n+](C)c(-c2cccc(C)c2)s1 was read as HTT aggregate -9.2%[9.22 µM], GAA spleen mod 2.5%, GAA glycogen mod -8.7%, CBFb RUNX1 block 15.2% and HTT cytoprotect 21.4%[10 µM].
`COC(CNC(=O)C(C)n1nc(C)c2ccccc21)OC` (stereo not drawn) gave HTT aggregate 1.4%, GAA spleen mod 2.3%, GAA glycogen mod -6.5%, CBFb RUNX1 block 3.6%, HTT cytoprotect -18.6% and GAA inh -3.8%.
`O=C(OCc1nc2ccc(Cl)cc2n1CCO)c1ccccc1` gave HTT aggregate -1.7%, GAA spleen mod 1.1%, GAA glycogen mod -8.4%, CBFb RUNX1 block -4.2%, LMNA splice mod -18.0%, HTT cytoprotect -3.5%[10 µM] and GAA inh -2.4%.
For CCCc1cc(=O)oc2cc(OCC(=O)OC)cc(OCC(=O)OC)c12 the results were HTT aggregate 19.0%, GAA spleen mod 6.2%, GAA glycogen mod 1.8%, CBFb RUNX1 block 0.3%, LMNA splice mod 4.0%, HTT cytoprotect 7.1% and GAA inh -6.8%.
Screening O=c1c2ccccc2nc(/C=C/c2ccc([N+](=O)[O-])o2)n1CCCO returned GAA spleen mod -4.1%, GAA glycogen mod 0.4%, CBFb RUNX1 block -0.6%, LMNA splice mod inconclusive, HTT cytoprotect -126.3%[inhibitor] and GAA inh -2.4%.
CCc1nnc(NC(=O)c2nn(-c3ccccc3)nc2C)s1 was read as HTT aggregate 10.7%[9.22 µM], GAA spleen mod -0.6%, GAA glycogen mod 0.5%, CBFb RUNX1 block 9.5% and HTT cytoprotect -3.2%[10 µM].
For CN(c1ccccc1)S(=O)(=O)c1cccc(Cl)c1Cl the results were HTT aggregate 14.2%[9.22 µM], GAA spleen mod 4.3%, GAA glycogen mod 0.2%, CBFb RUNX1 block 17.4% and HTT cytoprotect 21.4%[10 µM].
Screening Nc1nc2nc(SCC(=O)N3CCCc4ccccc43)[nH]c2c(=O)[nH]1 returned HTT aggregate -15.8%, GAA spleen mod 3.4%, GAA glycogen mod -1.0%, CBFb RUNX1 block 1.4%, LMNA splice mod 2.5%, HTT cytoprotect -0.4%[10 µM] and GAA inh -3.3%.
Screening OCCC#Cc1ccc(CN2CCN(Cc3ccsc3)C(CCO)C2)cc1 (stereo not drawn) returned HTT aggregate -18.3%[9.22 µM], GAA spleen mod 1.3%, GAA glycogen mod -0.9%, CBFb RUNX1 block -9.4%, LMNA splice mod -9.9%[46 µM], HTT cytoprotect inconclusive and GAA inh 7.1%.
